# High-throughput results: PubChem, The Scripps Research Institute Molecular Screening Center
# GalR3 antagonist – blocks the human galanin receptor 3. HEK293 GalR3-CNG cAMP membrane potential fluorescence; galR3 body fused to GalR1 C-terminus. inhibition, % at 3 µM. 360,000 tested, 0.44% active;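 active means inhibition above the screen-wide average plus 3 SD, cut at about 13% in these data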;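 further: forskolin and galanin both at EC90 stimulate the cells; cAMP rise reported by CNG channel membrane potential dye signal; 0% = forskolin plus galanin with DMSO and 100% = forskolin alone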
# Target sequence (O60755 1-299 limits assumed): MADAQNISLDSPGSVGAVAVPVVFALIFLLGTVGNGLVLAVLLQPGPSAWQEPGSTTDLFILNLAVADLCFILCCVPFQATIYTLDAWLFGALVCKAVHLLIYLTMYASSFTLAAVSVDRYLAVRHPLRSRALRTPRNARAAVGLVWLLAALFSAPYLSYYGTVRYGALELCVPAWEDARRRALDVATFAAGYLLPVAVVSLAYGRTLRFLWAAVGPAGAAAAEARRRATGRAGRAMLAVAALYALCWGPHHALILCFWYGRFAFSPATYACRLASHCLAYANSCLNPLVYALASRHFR
# Active calls of the source: *.
SMILES,GalR3 antagonist
COC(=O)C1=C(C)NC(=S)NC1c1ccc(OC)cc1 (centres undefined),-6
CSCCC(C(=O)NCc1ccccc1)n1c(Cc2cc(F)cc(F)c2)nc2ccccc21 (centres undefined),-4
C[C@@H]1CN([C@H](C)CO)S(=O)(=O)c2ccc(Br)cc2O[C@@H]1CN(C)Cc1ccc(-c2ccccc2)cc1,0
CCOC1=C2[C@@H](CN(S(=O)(=O)c3ccc(C)cc3)[C@H]2c2cccc3ccccc23)[C@H]2C(=O)NC(=O)[C@H]2C1,-5
N#Cc1ccc(S(=O)(=O)NC(=O)[C@H]2O[C@@H](n3ccc(=O)[nH]c3=O)[C@H](O)[C@@H]2O)cc1,-3
C[C@H](c1ccccc1)N1C[C@@H](COCc2ccccc2)Oc2cc(N3CCC[C@@H]3CO)ccc2S1(=O)=O,-4
COc1cccc(C2NC(=S)NC(C)=C2C(C)=O)c1 (centres undefined),-7
Nc1c2c(=O)[nH]c(O)cc2nn1-c1ccccc1,-5
O=C(c1[nH]c(C(F)(F)F)nc1-c1ccccc1)N1CCOCC1,-6
COc1ccc(CCC(=O)Nc2ccc(S(=O)(=O)NC3=NCCCCC3)cc2)cc1,-3
COc1ccc(C(=O)NCC(=O)N2CCC(Cc3ccccc3)CC2)cc1OC,1
Cc1cc(C)c(C(=O)Nc2ccc3c(c2)OCCO3)c(C)c1,1
CCCN(C(=O)CSCc1ccc(C)cc1)c1c(N)n(Cc2ccccc2)c(=O)[nH]c1=O,-4
COCCNC(=O)C1(C)CCCN(C(=O)c2ccc3c(c2)OCO3)C1 (centres undefined),1
C[C@@H]1O[C@H](C2CC2)Cc2[nH]c(=S)[nH]c(=O)c21,-8
CCCCCc1ccc(C(=O)CCC(=O)OCC(=O)N(CC)c2c(N)n(Cc3ccccc3)c(=O)[nH]c2=O)cc1,-1
CCOC(=O)C1=CN(Cc2ccco2)S(=O)(=O)NC1c1ccc(F)c(Cl)c1 (centres undefined),-1
Cc1cc2c3ccccc3[nH]c(=O)n2n1,0
Cc1ccc(C(=O)O)c(NC=O)c1OCc1ccccc1,-4
O=C(NC(c1ccc(-c2ccccc2)cc1)c1cnccn1)C1CCN(CCOc2ccc(F)cc2)CC1 (centres undefined),-9
C[C@H](NC(=O)C1CCN(C(=O)[C@@H]2CCCN2C(=O)OC(C)(C)C)CC1)C(=O)NCc1ccc(F)cc1,-5
COc1ccc(CN2CCC[C@]3(N[C@H](c4ccc(C(F)(F)F)cc4)[C@@H]4C(=O)N(C)C(=O)[C@@H]43)C2=O)cc1,-5
Cc1c(C(=O)O)sc(S(=O)(=O)N2CCN(C(=O)Cc3ccccc3)CC2)c1C(=O)O,-2
CC1(C(=O)NCc2cccs2)Cc2c(-c3cccc(C(F)(F)F)c3)ccnc2O1 (centres undefined),-4
Cc1cccc(C)c1-n1nnnc1C1(C)CCC(=O)N1c1ccc(N2CCOCC2)cc1 (centres undefined),-6
N#Cc1cc2cc3c(cc2nc1Cl)OCCO3,0
CCN(CC)C(=O)C1=C(C)N(CCC2=CCCCC2)C(=O)C(CC(=O)NCC2CCCCC2)C1 (centres undefined),-7
Cc1c[n+]([O-])cc(C)c1[N+](=O)[O-],-4
CC(C)CNC(=O)C1(C)CCCCCN1C(=O)c1cc(C#N)cs1 (centres undefined),-4
COc1ccc(-c2cc(NC=O)c3ncc(-c4cccc(C(=O)N(C)C)c4)n3c2)cn1,2

# In another format: entries from further up
O=C(NC(c1ccc(-c2ccccc2)cc1)c1cnccn1)C1CCN(CCOc2ccc(F)cc2)CC1 (centres undefined)
  GalR3 antagonist = -9

C[C@H](NC(=O)C1CCN(C(=O)[C@@H]2CCCN2C(=O)OC(C)(C)C)CC1)C(=O)NCc1ccc(F)cc1
  GalR3 antagonist = -5

# Next structures follow:
SMILES,GalR3 antagonist
CC(C)(C)c1nnc2sc(SCC(O)=C(C#N)c3nc4ccccc4[nH]3)nn2c1=O,-1
O=C(O)CC1NC(=S)N(Cc2ccccc2)C1=O (centres undefined),-6
OC(Cc1cccc(C=NN2CCOCC2)n1)(C(F)(F)F)C(F)(F)F,-1
O=C(COC(=O)c1ccccn1)NCc1cccc(Cl)c1,-1
Cc1cc(C(O)c2ncc(-c3ccc(Cl)cc3)[nH]2)ccc1F (centres undefined),-6
CCOC(=O)[C@]12CCC=C1N(Cc1cccc3ccccc13)C(=O)[C@H](CC(=O)N1CCC(c3ccccc3)CC1)C2,-7
COc1cccc(CNC(=O)[C@H]2CCCN2C(=O)[C@H]2CCCN2C(=O)c2cccc(Cl)c2)c1,-6
COC(=O)[C@@]12C[C@@H](CC(=O)NCCC(C)C)C(=O)N(Cc3ccccc3)C1=CCC(C)(C)C2,-4
Cc1ccc(S(=O)(=O)NC(C(=O)N2CCN(S(=O)(=O)c3cccc(F)c3)CC2)C(C)C)cc1 (centres undefined),-1
CCCc1cn(CC(C)n2c(=O)c3ccccc3n2Cc2cc(C(C)C)no2)nn1 (centres undefined),-7
O=c1ccn(C2CCCO2)c(=O)[nH]1 (centres undefined),-1
CCCC(=O)N1CCCC1(C)C(=O)NCc1ccc(F)cc1Cl (centres undefined),-7
COC(=O)c1ccc(CN2C(=O)C(C)ON=C2c2ncccc2C)o1 (centres undefined),7
COc1ccc(-c2noc(CCC(=O)N3CCN(c4cccc(OC)c4)CC3)n2)cc1,-3
FC(F)(F)c1cc(Cl)c2nc(-c3ccc(Cl)cc3)c(Cc3ccsc3)n2c1,-7
CC(C)(C)OC(=O)C(C1NC(C(=O)O)C(C)(C)S1)N1C(=O)c2ccccc2C1=O (centres undefined),-6
CN(Cc1cnc2nc(N)nc(N)c2n1)c1ccc(C(=O)NC(CCC(=O)O)C(=O)O)cc1C(F)(F)F (centres undefined),-5
Cc1ccc(S(=O)(=O)N2C[C@H]3C(=O)C[C@@H](c4cccc5ccccc45)N(S(=O)(=O)c4ccc(C)cc4)[C@H]3C[C@H]2c2ccc(Cl)cc2)cc1,-3
CCN(CC(=O)Nc1c(F)cccc1F)C(=O)CSCc1ccc(C)cc1,-1
O=C1NC[C@H](CCCCN2C[C@H](Cc3ccc(O)cc3)N(CC3CCCCC3)C(=O)C2=O)N(CCc2ccccc2)C1=O,-1
CCOP(=O)(Nc1cccc2oc(=O)c3ccccc3c12)OCC,0
CCCCN1C[C@H](CSC)[C@@H](CC(=O)Nc2ccc(Br)cc2)C1=O,-4
COc1ccc(N2CCN(CCCn3cnc4c(SC)ncnc43)CC2)cc1,-5
COCCNC(=O)c1cc2c(c(-c3cccc(C#CC(C)(C)O)c3)n1)[C@@H](CCO)N(S(=O)C(C)(C)C)C2 (some centres undefined),-2
CC(C)(C)OC(=O)NCCc1onc(-c2ccc([N+](=O)[O-])cc2)c1C(=O)O,0
Cc1ccccc1Oc1ccc2c(c1)[C@@H]1C[C@H](N(C)C(=O)c3ccco3)[C@H]([C@H](C)O)C(=O)N1CC2,-5
CN(CC(=O)Nc1cccc(F)c1)C(=O)/C=C/c1ccc(S(=O)(=O)N2CCCCCC2)cc1,-6
CCCCc1c(-c2cccc(OC)c2)ncn1CCc1ccccc1OC,-8
O=[N+]([O-])c1cc2no[n+]([O-])c2cc1N1CCCCC1,-3
CN(CC(=O)Nc1ccccc1C(=O)NC1CC1)Cc1ccccc1F,-4
Nc1[nH]c(=O)nc2snnc12,-4
Cn1c(=O)c(-c2ccccc2)cc2ccccc21,-7
Cn1nc(C(=O)NCc2ccccc2CN2CCCC2)c2ccccc2c1=O,-4
CC1CCCN(CCC(=O)c2ccccc2)C1 (centres undefined),0
Cc1ccc(NC(=O)CSCC(=O)N(C)CCOc2ccc(Cl)cc2)cc1,-6
CC1CCN(CC(=O)N(C)c2c(N)n(Cc3ccccc3)c(=O)[nH]c2=O)CC1,-2
CCC1NC(=O)c2cccnc2-n2c1nc1ccc(C)cc1c2=O (centres undefined),-6
OC(c1ccccc1)(c1ccccc1)C1CCN(CCCOc2cccc(C(F)(F)F)c2)CC1,-8
CCCN1CCN(C(=O)c2ccc(S(=O)(=O)N(C)c3ccccc3OC)cc2)CC1,-7
CC1(C)OC(=O)C2=C(CC(CCc3ccccc3)OC2c2ccc(Cl)c(Cl)c2)O1 (centres undefined),-4
CC(C)(C)C(=O)N1CCC2CC1c1cc(-c3ccc4c(c3)OCO4)ccc12 (centres undefined),-4
CC(C)n1nnnc1C1c2ccccc2C(=O)N1Cc1cccc(F)c1 (centres undefined),-7
O=C(COC(=O)c1cccc(F)c1)Nc1cccc(S(=O)(=O)N2CCOCC2)c1,-3
Cc1nc2c(OCc3ccc(Cl)cc3Cl)cccn2c1N(C)Cc1cccs1,-10
COc1ccncc1-c1ccccc1C1=CC(=O)CC(C)(C)C1=O,2
C[C@H]1CN([C@@H](C)CO)C(=O)c2cc(-c3cccnc3)cnc2O[C@H]1CN(C)Cc1ccc(Oc2ccccc2)cc1,-7
Cc1cc(C)c(NC(=O)CSCc2c(C)noc2C)c(Cl)c1,-3
Cc1csc(-c2nc3ccccc3n2C(C(=O)NC(C)(C)C)c2ccccc2)c1 (centres undefined),-8
CC(=O)Nc1ccc(NC(=O)C2Cc3c(-c4cccc(NC(C)=O)c4)ccnc3O2)cc1 (centres undefined),-5
OCC[C@@H]1C[C@H](O)[C@@H](O)[C@@]2(OCCCc3cc(C(F)(F)F)ccc32)O1,-6
CN1C=CC(=C[N+](=O)[O-])N(C)C1=O,4
CCOC(=O)[C@@H]1CSCCS(=O)(=O)N1C(=O)[C@H](CC(C)C)NC(=O)OC(C)(C)C,-8
O=C(c1ccc(Cl)cc1)C1CCN(C(=O)c2ccccc2F)CC1,-8
O=C(CN(c1ccc(Br)cc1)S(=O)(=O)c1ccc(Cl)c([N+](=O)[O-])c1)NCC1CCCO1 (centres undefined),-6
CCN(CC)C(=O)C1=C(C)N(Cc2ccc(C(C)(C)C)cc2)C(=O)C(CC(=O)NCC2CCCCC2)C1 (centres undefined),-5
CCOC1=CC(=O)OC(c2ccccc2)C1 (centres undefined),-4
COC(=O)[C@@]1(Sc2ccc(C)cc2)CC(=O)N(c2ccc(Cl)cc2)[C@@H]1c1ccccc1,-4
Cn1c(CCN2CCN(c3ccccn3)CC2)nc2cc(NS(=O)(=O)c3ccc(F)cc3)ccc21,-6
Cc1ccccc1C(=O)N1CCC[C@@H]1C(=O)N1CCC[C@H]1C(=O)NCc1ccncc1,-6
O=C1CCCCC1(CCc1ccncc1)CCc1ccncc1,-7
# Next section
SMILES,GalR3 antagonist
O=S(=O)(CS(=O)(=O)Oc1ccccc1)Oc1ccccc1,-4
Clc1cccc(-c2nc3c4ccccc4ccn3c2Cc2ccccc2)c1,-5
COc1cccc(C(C)(O)c2nc(-c3ccccc3C)cs2)c1 (centres undefined),-3
CC1(C(=O)NS(=O)(=O)c2cccc(OC(F)F)c2)CCN1C(=O)CC1CCCC1 (centres undefined),-3
CN1C[C@H]2CON(C)[C@H]2C[C@H]1c1cccc(-c2ccccc2)c1,-1
COC(=O)CCCCC1=CCC2C(=O)C=C(O)C2C1 (centres undefined),-6
CC(=O)Nc1cnc(-c2ccccc2C(C)=O)cn1,-7
CC1=C(C(=O)N2CCOCC2)CC(CC(=O)NC(c2ccccc2)c2ccccc2)C(=O)N1CCCN1CCCC1=O (centres undefined),3
CCOC(=O)N1CCN(C(=O)C[C@@H]2C[C@@]3(C(=O)OCC)CCCC=C3N(Cc3ccccc3)C2=O)CC1,-3
CC1(C(=O)Nc2cnc3ccccc3c2)CCN1CCOc1ccccc1 (centres undefined),-9
CCCCc1nnn2c1C1c3cc(-c4cccnc4)ccc3CCN1C(=O)C2 (centres undefined),-3
COc1ccc2[nH]c3c(c2c1)CNCC3,-8
Cc1ccccc1-c1cc2c(c3c1ccn3C)C1CCC2O1 (centres undefined),-4
O=C(Nc1ccc2c(c1)OCCO2)C(C1CC1)n1c(=O)c(-c2ccccc2)nc2ccccc21 (centres undefined),-7
CCc1cc(-c2nnn(CCC3COCCO3)c2C(C)(C)O)ccc1-c1cn(CCc2c[nH]c3ccccc23)nn1 (centres undefined),0

# Copied from the list:
# In GalR3 antagonist, `COC(=O)CCCCC1=CCC2C(=O)C=C(O)C2C1` (centres undefined) has -6
# In GalR3 antagonist, `CCCCc1nnn2c1C1c3cc(-c4cccnc4)ccc3CCN1C(=O)C2` (centres undefined) has -3
# In GalR3 antagonist, `CC1=C(C(=O)N2CCOCC2)CC(CC(=O)NC(c2ccccc2)c2ccccc2)C(=O)N1CCCN1CCCC1=O` (centres undefined) has 3
# In GalR3 antagonist, `CC(=O)Nc1cnc(-c2ccccc2C(C)=O)cn1` has -7
# In GalR3 antagonist, `O=C(Nc1ccc2c(c1)OCCO2)C(C1CC1)n1c(=O)c(-c2ccccc2)nc2ccccc21` (centres undefined) has -7
# In GalR3 antagonist, `CC1(C(=O)Nc2cnc3ccccc3c2)CCN1CCOc1ccccc1` (centres undefined) has -9
# In GalR3 antagonist, `CCc1cc(-c2nnn(CCC3COCCO3)c2C(C)(C)O)ccc1-c1cn(CCc2c[nH]c3ccccc23)nn1` (centres undefined) has 0

# Arranged by the number under GalR3 antagonist (high to low): 5 from the list above.
Structure | GalR3 antagonist
CN1C[C@H]2CON(C)[C@H]2C[C@H]1c1cccc(-c2ccccc2)c1 | -1
CC1(C(=O)NS(=O)(=O)c2cccc(OC(F)F)c2)CCN1C(=O)CC1CCCC1 (centres undefined) | -3
O=S(=O)(CS(=O)(=O)Oc1ccccc1)Oc1ccccc1 | -4
COC(=O)CCCCC1=CCC2C(=O)C=C(O)C2C1 (centres undefined) | -6
CC(=O)Nc1cnc(-c2ccccc2C(C)=O)cn1 | -7

# (more compounds)
SMILES,GalR3 antagonist
O=C1C=CC(O)C2(CO)OC12 (centres undefined),-4
COC(=O)N(C)C[C@H]1OCc2cnnn2CCCC(=O)N([C@H](C)CO)C[C@H]1C,-1
Cc1cc2c(=O)n(C)c(SCC(=O)Nc3ccc(F)cc3)nc2s1,-9
CN(C)S(=O)(=O)c1ccc(N2CCCC2)c(C(=O)N2CCN(S(=O)(=O)c3ccc(F)c(F)c3)CC2)c1,-3
CN(CCc1ccccc1)C(=O)c1ccc(NC(=O)Cc2ccc(NC(=O)C3CCN(S(=O)(=O)c4cccc([N+](=O)[O-])c4)CC3)cc2)cc1,-5
CCc1ccc(CNCCNC(=O)c2ccco2)cc1,-1
Cc1ccccc1N1CCN(c2ccccc2NC(=O)/C=C\C(=O)O)CC1,-12
O=C(NCc1ccccc1)[C@H]1CCCN1C(=O)[C@H]1CCCN1C(=O)c1ccc(Cl)cc1,-7
F[B-](F)(F)COc1ccccc1,-4

# Some of the compounds tested, so the mix of outcomes need not match the whole.
